ALOX12 inh – Primary qHTS assay for inhibitors of human arachidonate 12S-lipoxygenase (ALOX12): Round 2; purified 12hLO, xylenol orange hydroperoxide absorbance; Potency, µM (series often up to 108 µM), for the others: at the top dose activity change, negative = inhibition, most hits filed as inhibitors; 1.1% of 580,000 active; AID 1671190, 2021; active = well fitted inhibition curve with a large enough effect; inconclusive = small, poorly fitted or top-dose-only effect, or another doubt; inactive = no such curve, though single readings can be large or run the other way
Target sequence (P18054 whole entry, looked up): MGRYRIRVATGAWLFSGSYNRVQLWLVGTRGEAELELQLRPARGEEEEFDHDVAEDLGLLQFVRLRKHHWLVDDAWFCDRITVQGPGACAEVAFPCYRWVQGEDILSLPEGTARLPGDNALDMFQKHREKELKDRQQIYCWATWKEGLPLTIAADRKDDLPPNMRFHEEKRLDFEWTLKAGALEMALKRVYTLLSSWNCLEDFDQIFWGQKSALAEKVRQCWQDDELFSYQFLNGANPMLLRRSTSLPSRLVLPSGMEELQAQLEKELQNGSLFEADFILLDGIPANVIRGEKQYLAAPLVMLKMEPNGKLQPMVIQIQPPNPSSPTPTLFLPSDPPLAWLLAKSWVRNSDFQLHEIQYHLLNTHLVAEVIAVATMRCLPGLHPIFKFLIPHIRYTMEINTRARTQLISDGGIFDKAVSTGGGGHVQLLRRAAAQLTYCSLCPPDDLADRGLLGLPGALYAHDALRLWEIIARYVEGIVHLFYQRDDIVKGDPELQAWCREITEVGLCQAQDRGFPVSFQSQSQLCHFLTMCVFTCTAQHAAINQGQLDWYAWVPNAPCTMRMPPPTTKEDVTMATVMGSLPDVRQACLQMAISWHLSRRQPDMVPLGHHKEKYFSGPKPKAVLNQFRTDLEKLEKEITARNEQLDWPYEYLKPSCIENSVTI
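Purified human 12hLO at 150 nM in 25 mM Hepes, 0.01% Triton X-100, pH 7.0, preincubated 15 min at room temperature with compound. Reaction started with 40 uM arachidonic acid, 30 min at room temperature. Hydroperoxide measured by Fe-xylenol orange, 573/405 nm absorbance ratio.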
* hit, by the source's call; u = inconclusive; [ ] = dose if it differs, or a comment. % is set by controls: 0 for no effect and ±100 for the full control effect; potency is the fitted concentration of half-maximal effect.

Cc1cc(C(=O)NCc2c(C)ncc3c2CCNC3)n[nH]1
  ALOX12 inh: 5.3%
N#Cc1c(Cl)nc(NCCNc2ccccn2)c(Cl)c1Cl
  ALOX12 inh: -29.3%
CC(C)Cn1nc(C(=O)NCC2(N3CCOCC3)CCCCC2)c2ccccc2c1=O
  ALOX12 inh: u
COc1cc2c(cc1CCc1ccccc1)N(C(=O)c1ccn(C)n1)CC21CCN(C(C)=O)CC1
  ALOX12 inh: -8.6%
O=C1NCCCCCCN(Cc2cccnc2)[C@H]2CCC[C@@H]12
  ALOX12 inh: 239.5%[activator]
CCN(CC)C(=O)c1ccc(NC(=O)c2cc(-c3ccco3)nc3ccccc23)cc1
  ALOX12 inh: 31.6µM*
CCOC(=O)C1=C(C(=O)OCC)C2(c3ccccc3)c3ccccc3C1(C)N2C (stereo not drawn)
  ALOX12 inh: 0.3%
Clc1ccc(Cl)c(-c2ccc(CNC3CN4CCC3CC4)o2)c1 (stereo not drawn)
  ALOX12 inh: 8.91µM*
CCC1(N2CCN(C(=O)COc3ccc(Cl)cc3C)CC2)CCN(C(=O)NC)C1 (stereo not drawn)
  ALOX12 inh: 19.8%
NCCc1ccc(OC(F)F)cc1
  ALOX12 inh: -11.3%
COc1ccc(C(=O)NC[C@H]2C[C@@H]3CCN2C[C@@H]3c2cc(-c3ccccc3Br)nc(C)n2)cc1
  ALOX12 inh: 5.3%
O=C1CO[C@H]2CN(C3CCOCC3)C[C@H]2N1Cc1ccncc1
  ALOX12 inh: 75.6%[activator][176 µM]
C=C[C@H]1CN2CC[C@H]1C[C@@H]2CNC(=O)Nc1ccc(C(C)=O)cc1
  ALOX12 inh: 19.9%[176 µM]
CC(C)N1CCN(C(=O)Cc2cccn2-c2ccc(F)cc2)CC1
  ALOX12 inh: 13.0%
CCN1C(=O)NC(=O)/C(=C\c2ccc(N3CCOCC3)cc2OC)C1=O
  ALOX12 inh: u

CN1CCN(C(=O)COc2ccc3c(=O)c(-c4ccccc4)coc3c2)CC1
  ALOX12 inh: 2.9%
Cc1cc(CN2CCC3(C2)C(=O)Nc2ccccc23)no1 (stereo not drawn)
  ALOX12 inh: -11.2%[12.5 µM]
FC(F)(F)CN1C2CCC1CN(c1ccc(C(F)(F)F)cn1)C2
  ALOX12 inh: 2.1%[6.33 µM]
COCCNC(=O)[C@H]1CN2CC[C@H]1C[C@@H]2Cn1cc(CO)nn1
  ALOX12 inh: 12.3%[176 µM]
O=C1C2CCCCC1CN(Cc1ccccc1)C2
  ALOX12 inh: 3.3%
Cc1ccc2c(c1)C1CN(C)CCC1N2 (stereo not drawn)
  ALOX12 inh: -8.3%[12.5 µM]
C[N+]1=CC2=c3c1c(O)c1c(c3=NCC2)C2(C=C(Br)C(=O)C(Br)=C2)CCN1
  ALOX12 inh: u
Cc1ccc(C(=O)NC[C@H]2C[C@@H]3CCN2C[C@@H]3c2cc(-c3ccccc3Br)nc(C)n2)cc1
  ALOX12 inh: -20.1%
O=C(Nc1ccccc1)Nc1ccc2n(c1=O)C[C@H]1C[C@@H]2CN(C(=O)c2cccs2)C1
  ALOX12 inh: u
O=C(O)COCC(=O)N1C[C@@H]2C[C@H](C1)c1c(-c3ccc4ccccc4c3)ccc(=O)n1C2
  ALOX12 inh: -4.4%[176 µM]
COc1ccccc1CNC(=O)C(Cl)(Cl)Cl
  ALOX12 inh: 5.9%
Cc1nonc1CC(=O)N1C[C@H](O)[C@@H](N2CCC(O)CC2)C1
  ALOX12 inh: 12.6µM*
Cn1nc(-c2ccc3ccccc3c2)cc1[C@H]1CN2CC[C@H]1C[C@@H]2CNC(=O)COc1ccccc1
  ALOX12 inh: 28.6%
O=C(c1cn(Cc2ccccc2)c2ccccc12)N1CCC(C(=O)N2CCCCC2)CC1
  ALOX12 inh: 39.2%[activator]
CNCc1cn(C[C@H]2CC3CCN2C[C@@H]3C(=O)NCc2ccc(F)cc2)nn1 (stereo partly drawn)
  ALOX12 inh: 18.5%[176 µM]

CCOC(=O)c1ncc2[nH]c3ccc(OCc4ccccc4)cc3c2c1COC
  ALOX12 inh: u
Cc1ccccc1CC(=O)N1CCN(C2CCN(CCC(C)C)C2=O)CC1 (stereo not drawn)
  ALOX12 inh: 23.8%
COc1ccccc1CNC(=O)[C@H]1CN2CC[C@H]1C[C@@H]2Cn1cc(CCO)nn1
  ALOX12 inh: 19.8%[176 µM]
COc1ccc([C@H]2C[C@@H](O)[C@@H](O)[C@@H]2NCC(C)C)cc1
  ALOX12 inh: -0.2%[176 µM]
O=S(=O)(NC[C@H]1C[C@@H]2CCN1C[C@@H]2CN1CCCC1)c1ccc(Cl)cc1
  ALOX12 inh: 10.5%[176 µM]
Cn1nc(-c2ccc(F)cc2)cc1[C@H]1CN2CC[C@H]1C[C@@H]2COC(=O)Nc1cccc(C(F)(F)F)c1
  ALOX12 inh: 4.9%
Cc1oc2cc(OCC(=O)N3CCN(C)CC3)ccc2c(=O)c1Oc1ccccc1
  ALOX12 inh: -5.8%
O=S(=O)(c1ccc2ccccc2c1)N1Cc2cc(Br)ccc2-n2nncc2C1
  ALOX12 inh: -0.5%
CC(Cc1ccccc1)N(C)Cc1ccco1 (stereo not drawn)
  ALOX12 inh: -8.1%[22.9 µM]
Cc1c(-c2ccc(Br)cc2)c(=O)oc2ccc(OC(=O)N(C)C)cc12
  ALOX12 inh: 24.2%
CS(=O)(=O)NC[C@H]1C[C@@H]2CCN1C[C@@H]2CN1C[C@@H]2C[C@H](C1)c1cccc(=O)n1C2
  ALOX12 inh: 44.5%[activator][176 µM]
C#CCN(C)C[C@H]1CN2CC[C@H]1C[C@@H]2CNC(=O)c1ccccc1
  ALOX12 inh: 16.4%[176 µM]
Cc1[nH]cnc1CN1C[C@H](c2ccc3c(c2)OCO3)[C@@H]2[C@H]1C1CCN2CC1
  ALOX12 inh: -15.9%
CC(C)NC(=O)[C@H]1CN2CCC1C[C@@H]2Cn1cc(CCO)nn1 (stereo partly drawn)
  ALOX12 inh: -26.1%[176 µM]
COc1ccc(OC)c(NC(=O)CN2C(=O)CN=C(c3ccccc3Cl)c3cc(Cl)ccc32)c1
  ALOX12 inh: -5.0%

For convenience, some entries already given.
Cc1ccccc1CC(=O)N1CCN(C2CCN(CCC(C)C)C2=O)CC1 (stereo not drawn)
  ALOX12 inh: 23.8%
COc1ccccc1CNC(=O)[C@H]1CN2CC[C@H]1C[C@@H]2Cn1cc(CCO)nn1
  ALOX12 inh: 19.8%[176 µM]

Sorted by length of the SMILES (ascending): 17 of the compounds above
CC(Cc1ccccc1)N(C)Cc1ccco1 (stereo not drawn)
  ALOX12 inh: -8.1%[22.9 µM]
COc1ccccc1CNC(=O)C(Cl)(Cl)Cl
  ALOX12 inh: 5.9%
Cc1ccccc1CC(=O)N1CCN(C2CCN(CCC(C)C)C2=O)CC1 (stereo not drawn)
  ALOX12 inh: 23.8%
CC(C)NC(=O)[C@H]1CN2CCC1C[C@@H]2Cn1cc(CCO)nn1 (stereo partly drawn)
  ALOX12 inh: -26.1%[176 µM]
Cc1nonc1CC(=O)N1C[C@H](O)[C@@H](N2CCC(O)CC2)C1
  ALOX12 inh: 12.6µM*
Cc1c(-c2ccc(Br)cc2)c(=O)oc2ccc(OC(=O)N(C)C)cc12
  ALOX12 inh: 24.2%
Cc1oc2cc(OCC(=O)N3CCN(C)CC3)ccc2c(=O)c1Oc1ccccc1
  ALOX12 inh: -5.8%
C#CCN(C)C[C@H]1CN2CC[C@H]1C[C@@H]2CNC(=O)c1ccccc1
  ALOX12 inh: 16.4%[176 µM]
COc1ccc([C@H]2C[C@@H](O)[C@@H](O)[C@@H]2NCC(C)C)cc1
  ALOX12 inh: -0.2%[176 µM]
CNCc1cn(C[C@H]2CC3CCN2C[C@@H]3C(=O)NCc2ccc(F)cc2)nn1 (stereo partly drawn)
  ALOX12 inh: 18.5%[176 µM]
COc1ccccc1CNC(=O)[C@H]1CN2CC[C@H]1C[C@@H]2Cn1cc(CCO)nn1
  ALOX12 inh: 19.8%[176 µM]
O=S(=O)(NC[C@H]1C[C@@H]2CCN1C[C@@H]2CN1CCCC1)c1ccc(Cl)cc1
  ALOX12 inh: 10.5%[176 µM]
Cc1[nH]cnc1CN1C[C@H](c2ccc3c(c2)OCO3)[C@@H]2[C@H]1C1CCN2CC1
  ALOX12 inh: -15.9%
O=C(Nc1ccccc1)Nc1ccc2n(c1=O)C[C@H]1C[C@@H]2CN(C(=O)c2cccs2)C1
  ALOX12 inh: u
O=C(O)COCC(=O)N1C[C@@H]2C[C@H](C1)c1c(-c3ccc4ccccc4c3)ccc(=O)n1C2
  ALOX12 inh: -4.4%[176 µM]
Cn1nc(-c2ccc3ccccc3c2)cc1[C@H]1CN2CC[C@H]1C[C@@H]2CNC(=O)COc1ccccc1
  ALOX12 inh: 28.6%
Cn1nc(-c2ccc(F)cc2)cc1[C@H]1CN2CC[C@H]1C[C@@H]2COC(=O)Nc1cccc(C(F)(F)F)c1
  ALOX12 inh: 4.9%

Remaining list, next part
Cc1nc(-c2cccs2)cc([C@H]2CN3CC[C@H]2C[C@@H]3COC(=O)Nc2cccc(C(F)(F)F)c2)n1
  ALOX12 inh: u
FC(F)(F)CN1C2CCC1CN(c1ncc(C(F)(F)F)cn1)C2
  ALOX12 inh: 10.4%[6.33 µM]
C[C@@H]1Cc2c(Cl)cc(C(=O)N[C@H](Cc3ccccc3)C(=O)O)c(O)c2C(=O)O1
  ALOX12 inh: 6.1%
Cc1[nH]c2c(C(C)C)cccc2c1CCN
  ALOX12 inh: -58.9%
COc1ccc2[nH]c(C)c(CCNCCC3=C(C)CCCC3(C)C)c2c1
  ALOX12 inh: u
COC(=O)C[C@@](O)(CCC(C)(C)O)C(=O)O[C@@H]1C(OC)=C[C@]23CCCN2CCc2cc4c(cc2[C@@H]13)OCO4
  ALOX12 inh: 13.7%[57.4 µM]
CCc1ccc(N2C(=O)NC(=O)C3(Cc4cc(C)ccc4N(C)C3)C2=O)cc1 (stereo not drawn)
  ALOX12 inh: u
C#C[C@H]1CN2CC[C@H]1C[C@@H]2COC(=O)Nc1cc(OC)cc(OC)c1
  ALOX12 inh: 50.1µM*
CC(=O)OC1CC2OC3C=C(C)CCC3(C)C1(C)C21CO1 (stereo not drawn)
  ALOX12 inh: 17.7%
CN(C)c1ccc(C(=O)NC[C@H]2C[C@@H]3CCN2C[C@@H]3CN2CCN(c3ccccn3)CC2)cc1
  ALOX12 inh: 11.9%
COc1ccc2c(c1)C1(CCN(C(=O)NC3CCCCC3)C1)C(=O)N2 (stereo not drawn)
  ALOX12 inh: 27.7%
O=C(NCCN1CCC2(CC1)C(=O)NCN2c1ccccc1)c1ccc(F)c(F)c1
  ALOX12 inh: -26.3%
Cc1nc(-c2ccc(N(C)C)cc2)cc([C@H]2CN3CC[C@H]2C[C@@H]3CNC(=O)C(C)(C)C)n1
  ALOX12 inh: 82.7%[activator][176 µM]
CN1CCc2c([nH]c3ccccc23)C12CCNCC2
  ALOX12 inh: -3.5%
COCc1nnc2n1CCC(NC(=O)c1nn(C)c3ccccc13)CC2 (stereo not drawn)
  ALOX12 inh: 45.4%[activator]

CC(C)CN1CCNc2cc(-c3ccccc3)ncc2C1
  ALOX12 inh: -5.2%[176 µM]
CC(C)NC(=O)[C@H]1CN2CC[C@H]1C[C@@H]2Cn1cc(-c2ccccn2)nn1
  ALOX12 inh: 11.4%[176 µM]
COc1ccc(NC(=O)NC[C@H]2C[C@@H]3CCN2C[C@@H]3c2cc(-c3ccccc3Br)nc(C)n2)cc1
  ALOX12 inh: 35.5µM*
COc1ccccc1NC(=O)N1C[C@@H]2C[C@H](C1)c1c(C3CCCCC3)ccc(=O)n1C2
  ALOX12 inh: 10.2%[176 µM]
O=C(Nc1ccc(=O)n2c1[C@@H]1C[C@@H](CN(C(=O)Nc3ccc(F)cc3)C1)C2)c1ccco1
  ALOX12 inh: 4.7%
COC1CC(OC2CCC3(C=O)[C@H]4CCC5(C)C(C6=CC(=O)OC6)CCC5(O)[C@@H]4CCC3(O)C2)OC(C)C1O (stereo partly drawn)
  ALOX12 inh: -49.3%
CCOC(=O)C1(c2ccccc2)CCN(CCc2ccc(N)cc2)CC1
  ALOX12 inh: -0.4%[22.9 µM]
O=C(O)CCC(=O)N1C[C@@H]2C[C@H](C1)c1ccc(-c3ccc(Cl)cc3)c(=O)n1C2
  ALOX12 inh: -5.1%[176 µM]
O=C(CCc1nc2ccccc2s1)N1[C@H]2CC[C@@H]1c1cnc(-c3ccc(F)cc3)nc1C2
  ALOX12 inh: 22.3%
C/C(=N\O)c1cn(C)c2ccccc12
  ALOX12 inh: 1.6%
COc1cccc(CC(=O)N2CCN(CC(=O)NC(N)=O)CC2)c1
  ALOX12 inh: 1.0%
O=C(COc1ccc2c(=O)c(-c3ccccc3)coc2c1)N1CCN(CCO)CC1
  ALOX12 inh: 15.8%
COc1ccc(-c2cc([C@H]3CN4CC[C@H]3C[C@@H]4COC(=O)Nc3ccc(C(C)C)cc3)n(C)n2)cc1OC
  ALOX12 inh: u
COc1cc2c(cc1Oc1ccccc1)NC(=O)C21CCN(c2ccnc(C)n2)CC1
  ALOX12 inh: -3.5%[176 µM]
CCOC(=O)c1ncn2c1CN(C)C(=O)c1cc(N=[N+]=[N-])ccc1-2
  ALOX12 inh: 182.3%[activator]

COc1ccc(C)cc1CCNCc1ccc(C)s1
  ALOX12 inh: u
COc1cc2c(cc1Oc1ccccc1)NC(=O)C21CCN(c2nc(C)cnc2C)CC1
  ALOX12 inh: -1.2%[176 µM]
COCC1CN(C)CC12CCN(C(=O)c1cncc(C)c1)CC2 (stereo not drawn)
  ALOX12 inh: 39.6%[activator]
Cc1ccc(C(O)(C(=O)OC(C)C)C(O)c2ccccc2)cc1 (stereo not drawn)
  ALOX12 inh: -27.2%

A portion of the library. The share of hits here may be higher or lower than overall.
